# Mcl1 Noxa PPI = disrupts binding of human Mcl-1 to Noxa peptide; Q07820; TR-FRET Mcl-1/Noxa peptide binding, 2 h; inhibition, % at 21.7 µM; 1.5% of 220,000 active; AID 1022;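 active means compounds that cut the protein-peptide binding signal by more than 50% relative to plate controls in a single-dose test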;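 further: His-tagged Mcl-1 with rhodamine Noxa BH3 peptide and terbium anti-His antibody; 0% = Mcl-1 plus Noxa peptide wells and 100% = peptide-only wells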
# Bim-Mcl-1 = disrupts Bim peptide binding to human Mcl-1 | Q07820 | Bead-based flow cytometry, Bim peptide-Mcl-1 binding | inhibition, % at 10 µM | 0.1% of 190,000 active | AID 1009;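 further: 0% = no compound tracer wells and 100% = peptide blocker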
# Mcl1-Bid inh = disrupts binding of human Mcl-1 to Bid peptide. AID 1021. inhibition, % at 21.7 µM. Q07820. 0.97% of 220,000 active. TR-FRET Mcl-1/Bid-Dy647 peptide binding, 1536-well;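 active means compounds that cut the binding signal by more than half at the single screening dose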;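 further: His-tagged Mcl-1 with europium anti-His antibody binding Bid BH3 peptide; 0% = Mcl-1 plus peptide wells and 100% = peptide-only wells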
# RGS4-Gao reg = modulates binding of RGS4 to human Galphao; binding response (% of control), % at 10 µM; Multiplexed bead flow cytometry; actives lie on both sides; P09471; 0.33% of 220,000 active; in the data active means binding response below about 49% or above about 150%; inactive means in between;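 further: fluorescent Galphao activated with aluminum fluoride binding bead-coupled RGS4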
# Target sequence (P09471 whole entry, looked up): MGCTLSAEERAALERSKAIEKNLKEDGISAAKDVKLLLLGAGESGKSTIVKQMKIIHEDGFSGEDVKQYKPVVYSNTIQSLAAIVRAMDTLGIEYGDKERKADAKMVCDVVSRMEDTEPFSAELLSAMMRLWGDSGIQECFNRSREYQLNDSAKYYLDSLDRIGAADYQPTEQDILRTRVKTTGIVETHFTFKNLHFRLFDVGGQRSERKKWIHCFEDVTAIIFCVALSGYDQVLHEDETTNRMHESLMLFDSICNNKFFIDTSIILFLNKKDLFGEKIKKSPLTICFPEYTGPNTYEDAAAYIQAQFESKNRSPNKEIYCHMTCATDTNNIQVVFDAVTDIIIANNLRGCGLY
# Bcl-W Bim block = inhibitors of Bim-Bcl-W interaction, human; bead-based flow cytometry, Bim peptide-Bcl-W binding; inhibition, % at 10 µM; 0.02% of 190,000 active;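 further: 0% = bound tracer without compound and 100% = peptide blocker; higher means less fluorescent Bim peptide bound to Bcl-W beads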
# Bim-Bfl-1 = inhibitors of Bim-Bfl-1 interaction, human | Q16548 | inhibition, % at 10 µM | Bead-based flow cytometry, Bim-Bfl-1 binding inhibition | 0.12% of 190,000 active;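 further: 0% = wells without compound plus tracer and 100% = blocker peptide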
# Bim-Bcl-2 = inhibitors of Bim-Bcl-2 interaction, human. inhibition, % at 10 µM. AID 950. 0.06% of 190,000 active. Bead-based flow cytometry, Bim peptide-Bcl-2 binding. P10415; in the data active means inhibition above about 40%; inconclusive means no clear call, values can overlap the other calls;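 further: 0% = no compound wells with probe peptide and 100% = reference peptide inhibitor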
# Target sequence (P10415 whole entry, looked up): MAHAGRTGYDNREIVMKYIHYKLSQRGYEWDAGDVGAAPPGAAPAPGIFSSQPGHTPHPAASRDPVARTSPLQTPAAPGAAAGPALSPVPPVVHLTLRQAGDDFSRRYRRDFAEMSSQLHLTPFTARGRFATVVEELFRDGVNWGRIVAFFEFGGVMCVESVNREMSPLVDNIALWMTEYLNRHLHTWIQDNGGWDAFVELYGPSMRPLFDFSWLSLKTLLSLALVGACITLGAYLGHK
# Bcl-XL Bim block = human Bim-Bcl-XL interaction inhibition. Q07817. Bim peptide-Bcl-XL binding, bead flow cytometry, fluorescence. inhibition, % at 10 µM. 0.04% of 190,000 active
# Target sequence (Q07817 whole entry, looked up): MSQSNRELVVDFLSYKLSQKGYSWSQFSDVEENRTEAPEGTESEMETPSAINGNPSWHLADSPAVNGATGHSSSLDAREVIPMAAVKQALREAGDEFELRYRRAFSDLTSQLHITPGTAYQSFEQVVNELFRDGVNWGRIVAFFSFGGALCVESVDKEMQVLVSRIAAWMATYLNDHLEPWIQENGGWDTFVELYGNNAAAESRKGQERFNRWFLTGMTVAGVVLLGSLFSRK
# RGS7-Gao = regulators of human RGS7-Galphao interaction | binding response (% of control), % at 10 µM | AID 1439 | Multiplexed bead flow cytometry, RGS7-Galphao binding; actives lie on both sides | 0.35% of 220,000 active; in the data active means binding response below about 49% or above about 150%; inconclusive means no clear call, values can overlap the other calls; inactive means in between;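 further: fluorescent Galphao held in activated GDP-AlF4 state binding bead-coupled RGS7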
# RGS8-Gao reg = modulates binding of RGS8 to human Galphao | multiplexed bead flow cytometry; actives lie on both sides | response (percent of control binding), % at 10 µM | 0.34% of 220,000 active; in the data active means response below about 60% or above about 140%; inactive means in between;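 further: Galphao activated as the GDP aluminium fluoride complex binding bead-coupled RGS8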
# Bim-Bcl-B = human Bim-Bcl-B interaction inhibition | Q9HD36 | bead-based flow cytometry, Bim peptide-Bcl-B binding | inhibition, % at 10 µM | 0.073% of 190,000 active | AID 951;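 further: 0% = tracer peptide without compound and 100% = reference inhibitor peptide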
# Target sequence (Q9HD36 whole entry, looked up): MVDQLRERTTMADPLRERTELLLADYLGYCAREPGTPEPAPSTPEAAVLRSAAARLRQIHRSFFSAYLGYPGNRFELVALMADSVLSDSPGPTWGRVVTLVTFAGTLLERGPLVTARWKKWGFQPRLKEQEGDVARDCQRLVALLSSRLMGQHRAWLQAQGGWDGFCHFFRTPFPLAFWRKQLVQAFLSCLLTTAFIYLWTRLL
# * hit, by the source's call; ? = inconclusive; . = not tested or not shown. Unless noted, no stated cut-off is given here; in the data, active means inhibition above about 40%.
SMILES,Mcl1 Noxa PPI,Bim-Mcl-1,Mcl1-Bid inh,RGS4-Gao reg,Bcl-W Bim block,Bim-Bfl-1,Bim-Bcl-2,Bcl-XL Bim block,RGS7-Gao,RGS8-Gao reg,Bim-Bcl-B
CCOc1ccc(NC(=O)CCSc2ccc3ccccc3n2)cc1,-301,-6,-64,100,-6,-12,-9,-7,101,106,-12
Cc1ccc(N(C(C)C(=O)O)S(=O)(=O)c2c(C)[nH]c(=O)[nH]c2=O)cc1 (centres undefined),0,0,-9,100,1,-11,-8,-2,112,100,-5
COCCCNc1ncnc2nc[nH]c12,1,1,0,101,1,-3,-2,0,102,100,-2
O=C(Nc1ccc(Cl)cc1)N1CCC(c2ccccc2)C1 (centres undefined),-22,0,1,98,-1,-5,-2,0,91,101,-4
CC1CCCCN1C(=O)c1ccc(OC2CCN(S(=O)(=O)N(C)C)CC2)cc1 (centres undefined),0,2,-27,104,2,-7,0,0,103,103,-3
O=C(Nc1ccc(-n2cnnn2)cc1)C1CCCN1C(=O)NC1CCCCC1 (centres undefined),11,-3,-14,106,0,-16,-8,-3,106,105,-5
CCOc1cc(/C=C/C(=O)Nc2ccc(C(=O)NCCN(CC)CC)cc2)ccc1OCC(C)C,7,1,-14,106,3,3,2,2,102,104,3
CC(=O)c1cccc(NC(=O)C23CC4CC(C2)CC(n2cncn2)(C4)C3)c1,5,-3,-3,96,-3,-1,-3,-8,101,101,-5
COCC(C)n1c(SCc2nc(N)nc(Nc3ccccc3C)n2)nc2ccccc2c1=O (centres undefined),-10,0,-19,100,-2,-14,-12,-9,102,101,-8
O=C(NCCSc1ccccc1)c1ccc(Br)cc1,5,0,-11,101,-2,-11,-5,-6,97,102,-7
CC(=O)NCCOc1nc(N(C)C)nc(N2CCCCC2)n1,0,1,-32,100,7,-3,3,0,96,102,0
Cc1ccc(/C=N/n2c(C)cc(C)c(C#N)c2=O)o1,-10,-4,-8,98,-5,-1,-2,-7,99,100,-2
Cc1cc(C)n2cc(CSc3ccc(Cl)cc3)nc2n1,-1,.,-34,102,.,.,.,.,?,101,.
Cc1cc(C)c(-n2c(O)c(C=NCCN3CCOCC3)c(=O)[nH]c2=O)c(C)c1,4,-3,-14,98,-4,-1,-5,-2,97,102,-2
O=C(O)CC(NC(=O)C12CC3CC(CC(C3)C1)C2)c1ccc2c(c1)OCO2 (centres undefined),3,0,-1,102,-1,-5,-7,-3,102,103,-3
CS(=O)(=O)N1CCc2cc(-c3csc(NC(=O)Cc4ccccc4)n3)ccc21,16,-6,4,101,-3,-1,-2,-4,99,104,-7
Cc1cc(Cl)c(S(=O)(=O)NCC2CCCO2)cc1OCC(N)=O (centres undefined),15,20,-6,98,3,48*,79*,6,99,101,80*
O=C(NCCc1ccncc1)Nc1cccc(Cl)c1,-10,5,-16,87,1,-13,-2,-3,84,94,-3
COc1ccccc1N1CCN(CC(=O)Nc2ccc(-n3cnnn3)cc2)CC1,0,-2,-24,102,-5,-8,-4,-3,108,102,-4
CCOCCCNC(=O)C1CCN(S(=O)(=O)N(CC(C)C)CC(C)C)CC1,-4,2,-1,91,-2,0,3,-2,90,99,-1
Cc1nnc(SCCn2c(N(C)Cc3ccccc3)nc3c2c(=O)[nH]c(=O)n3C)s1,5,0,-30,99,0,-11,-9,-8,101,99,-9
COc1ccc(Br)cc1CN(C)C(=O)c1ccc2c(c1)NC(=O)C(C)S2 (centres undefined),12,4,11,101,2,-6,0,1,95,101,-2
CN(CC(=O)NCCN1CCN(c2ccccc2)CC1)S(=O)(=O)c1ccc2c(c1)CCC(=O)N2,2,0,-47,101,-3,-13,-7,-5,101,103,-5
CCCCC(CC)CNC(=O)C1CC=CCC1C(=O)O (centres undefined),13,-2,-16,99,0,-1,-1,-4,99,102,-3
O=C(Nc1c(Cl)ccc2nsnc12)c1ccco1,7,0,-32,102,-2,-5,-1,-2,?,101,0

# 5 entries from above, with values ahead of the structure.
Mcl1 Noxa PPI	Bim-Mcl-1	Mcl1-Bid inh	RGS4-Gao reg	Bcl-W Bim block	Bim-Bfl-1	Bim-Bcl-2	Bcl-XL Bim block	RGS7-Gao	RGS8-Gao reg	Bim-Bcl-B	SMILES
-22	0	1	98	-1	-5	-2	0	91	101	-4	O=C(Nc1ccc(Cl)cc1)N1CCC(c2ccccc2)C1 (centres undefined)
0	2	-27	104	2	-7	0	0	103	103	-3	CC1CCCCN1C(=O)c1ccc(OC2CCN(S(=O)(=O)N(C)C)CC2)cc1 (centres undefined)
11	-3	-14	106	0	-16	-8	-3	106	105	-5	O=C(Nc1ccc(-n2cnnn2)cc1)C1CCCN1C(=O)NC1CCCCC1 (centres undefined)
7	1	-14	106	3	3	2	2	102	104	3	CCOc1cc(/C=C/C(=O)Nc2ccc(C(=O)NCCN(CC)CC)cc2)ccc1OCC(C)C
5	-3	-3	96	-3	-1	-3	-8	101	101	-5	CC(=O)c1cccc(NC(=O)C23CC4CC(C2)CC(n2cncn2)(C4)C3)c1

# The list goes on:
SMILES,Mcl1 Noxa PPI,Bim-Mcl-1,Mcl1-Bid inh,RGS4-Gao reg,Bcl-W Bim block,Bim-Bfl-1,Bim-Bcl-2,Bcl-XL Bim block,RGS7-Gao,RGS8-Gao reg,Bim-Bcl-B
CCn1c(=O)cc(SCC(=O)Nc2cc(OC)c(OC)c(OC)c2)c2ccccc21,-1,0,-4,99,-2,0,-1,-1,100,100,0
O=C(C1CCN(S(=O)(=O)c2cccnc2)CC1)N1CCN(c2ccccc2Cl)CC1,-8,-1,-11,101,-4,-2,1,-4,99,101,0
COc1ccc(C2=NN(CN3C(=O)C(=O)c4ccccc43)C(c3ccc(Br)cc3)C2)cc1 (centres undefined),7,-3,-22,102,1,-12,-6,-4,101,99,-9
O=C(COC(=O)Cc1ccccc1F)Nc1ccc(SC(F)F)cc1,30,-8,-15,97,0,0,-3,-3,100,100,-8
Cc1ccccc1OCCNC(=O)/C=C/c1ccc([N+](=O)[O-])cc1,9,-3,-2,98,-2,-3,-1,0,101,100,-1
Cc1cccc(N(C)C(=O)c2cc3c(=O)[nH]c4ccc(C)cc4c3s2)c1,3,.,1,102,.,.,.,.,?,103,.
Cn1ccnc1Sc1ccc(/C=N/NC(=O)c2ccccc2[N+](=O)[O-])cc1[N+](=O)[O-],-8,0,-16,106,1,-12,-2,0,107,105,-3
CCCn1c(N)c(CC)c(=O)[nH]c1=O,4,0,-55,103,-4,-4,-2,-2,?,103,-3
Cc1nn(Cc2ccc(Cl)c(Cl)c2)c(C)c1NC(=O)c1cc(C2CC2)on1,-1,-2,-16,99,0,-11,-8,-4,92,99,-7
CCOc1ccccc1NC(=O)NC1CCN(CC(=O)Nc2ccc3c(c2)OCCO3)CC1,5,0,-12,85,0,-14,-9,-4,85,90,-8
Cc1nc(N2CCOCC2)nc(Oc2ccccc2F)c1[N+](=O)[O-],-7,.,1,72,.,.,.,.,?,91,.
Cc1cc(C)c2nc(N3CCC(C(=O)N4CCN(C(=O)c5ccco5)CC4)CC3)sc2c1,4,2,-27,103,1,-10,-2,-4,98,101,-4
O=C1CC(NCc2ccncc2)C(=O)N1c1ccccc1 (centres undefined),5,-1,-18,95,-1,-4,-1,-1,97,101,0
O=c1[nH]ncc(N2CCN(C(c3ccccc3)c3ccccc3)CC2)c1Cl,-2,-4,-4,100,-1,1,0,-5,103,102,-4
Cn1cnnc1SCC(=O)Nc1nc(-c2ccc(F)cc2)cs1,3,1,-8,105,-1,-4,-1,0,97,102,0
CCOc1nc(-c2ccccc2)ccc1-c1noc(-c2ccncc2)n1,-6,-4,42,94,-1,0,-1,-1,94,93,-5
Cc1ccccc1OCc1nc2ccccc2c(=O)n1/N=C/c1cn[nH]c1-c1ccccc1,6,-6,-1,101,-6,-1,-6,-10,100,104,-10
Cc1ccc(NC(=O)CSc2nnc(-c3n[nH]c4ccccc34)n2-c2ccccc2)c(C)c1,-117,0,-31,103,0,-15,-36,-4,106,105,-6
CCN(CC)c1ccc(-c2nn3c(-c4ccccc4OC)nnc3s2)cc1,8,7,-15,98,7,0,4,4,98,100,34
CCOC(=O)c1c(NC(=O)COC(=O)Cn2c(C)nc3ccccc32)sc2c1CCCC2,3,-149,56*,109,-100,-19,-89,-60,106,118,-104
Cc1cc(N=Cc2c(O)n(-c3cccc(C(F)(F)F)c3)c(=O)c3ccccc23)no1,8,-4,9,110,-4,-1,-4,-11,109,105,-4
Oc1ccccc1-c1cc(C(F)(F)C(F)F)[nH]n1,14,-1,-3,109,-1,-10,-8,-5,106,108,-8
CCOC(=O)c1nn(-c2ccc(OCC)cc2)c2nc(-c3cccc(OC)c3)c(C#N)c(=O)n12,-8,0,-6,95,1,2,5,-2,90,102,-3
COc1ccc(NC(=O)C23CC4CC(C2)CC(c2ccccc2)(C4)C3)c(OC)c1,-36,-8,5,101,-10,-9,-7,-10,103,100,-11
COCCCn1c(SCc2nnc(-c3ccccc3)o2)nc2sc3c(c2c1=O)CCC3,1,0,-5,101,-2,2,1,0,98,101,0

# More compounds follow.
SMILES,Mcl1 Noxa PPI,Bim-Mcl-1,Mcl1-Bid inh,RGS4-Gao reg,Bcl-W Bim block,Bim-Bfl-1,Bim-Bcl-2,Bcl-XL Bim block,RGS7-Gao,RGS8-Gao reg,Bim-Bcl-B
CCOc1ccc(/C=N/NC(=O)CSc2ccccn2)cc1O,26,.,-87,101,.,.,.,.,?,103,.
O=S(=O)(c1ccc(NC(=S)NC2CC2)cc1)N1CCOCC1,6,-4,-68,103,-2,-6,-5,-5,102,102,-4
CCc1cccc2c(C(=O)CSc3nncn3-c3ccc(OC)cc3)c[nH]c12,-19,-6,-16,95,-4,-3,-9,-6,95,104,-6
Cc1ccc(S(=O)(=O)NC(CCc2ccccc2)CC(=O)C(C)(C)C)cc1 (centres undefined),-3,-4,1,102,-3,0,0,-3,103,100,-5
Cc1ccc(-c2nnc(SCC(=O)N/N=C/c3ccccc3C(=O)O)n2-c2ccc(C)cc2)cc1,14,.,-35,92,.,.,.,.,?,97,.
O=C(CC1CCCCC1)NCCCN1CCOCC1,3,-7,0,136,-4,-6,-6,3,122,120,-4
COc1ccc(NC(=O)Cc2c(F)c(F)c(F)c(F)c2F)cc1OC,-15,.,7,97,.,.,.,.,?,100,.
COc1ccc(CNC(=O)C2CCN(S(C)(=O)=O)CC2)c(OC)c1,6,-2,-1,100,-2,-6,-5,-1,98,103,-4
CCN(CC)C(=O)CSc1nc2c(sc(=S)n2-c2ccccc2)c(=O)n1Cc1ccco1,8,-6,-6,100,-6,0,-8,-7,103,94,-20
Cc1ccccc1NC(NC(=O)c1cccs1)C(Cl)(Cl)Cl (centres undefined),.,-5,-23,105,-2,-4,-3,-4,102,96,3
Cc1ccc(C(=O)N2CCc3ccccc32)cc1,18,-5,-10,88,-2,0,0,-2,87,97,-3
COC(=O)C1[C@H]2C(=O)N(Cc3cccs3)C[C@]23C=C[C@H]1O3 (some centres undefined),3,-5,-8,105,-1,0,-1,-2,106,103,-1
Cc1ccc(C)c(S(=O)(=O)NCc2ccc(C(=O)N3CCC(Cc4ccccc4)CC3)cc2)c1,13,-4,-3,103,-2,-3,-7,-5,105,102,-7
CCOC(=O)C1C(C(=O)Nc2cccc(C(F)(F)F)c2)C1C(=O)NC(C)C (centres undefined),8,1,3,107,-3,4,2,0,99,101,2
COc1cc(OC)c(NC(=O)c2ccc(F)cc2)cc1Cl,2,2,-23,98,1,-1,1,1,?,100,1
CC(C)(C)c1cc(C(=O)O)nn1-c1ccccc1,1,3,0,105,5,-9,-2,3,107,102,-4
